IDH1 R132H inh: human IDH1 R132H inhibition; IDH1-R132H enzyme, NADPH consumption, diaphorase/resazurin fluorescence; Potency, µM (titrated, usually from 76.6 µM), inactives show at the highest dose activity change, negative = inhibition, usual class: inhibitors; hit rate 0.093% among 390,000; note: potency is the fitted concentration of half-maximal effect; % is set by controls: 0 for no effect and ±100 for the full control effect; nearly all actives have a fitted effect of over 65% in size
Target sequence (O75874 whole entry R132H, stated change not applied): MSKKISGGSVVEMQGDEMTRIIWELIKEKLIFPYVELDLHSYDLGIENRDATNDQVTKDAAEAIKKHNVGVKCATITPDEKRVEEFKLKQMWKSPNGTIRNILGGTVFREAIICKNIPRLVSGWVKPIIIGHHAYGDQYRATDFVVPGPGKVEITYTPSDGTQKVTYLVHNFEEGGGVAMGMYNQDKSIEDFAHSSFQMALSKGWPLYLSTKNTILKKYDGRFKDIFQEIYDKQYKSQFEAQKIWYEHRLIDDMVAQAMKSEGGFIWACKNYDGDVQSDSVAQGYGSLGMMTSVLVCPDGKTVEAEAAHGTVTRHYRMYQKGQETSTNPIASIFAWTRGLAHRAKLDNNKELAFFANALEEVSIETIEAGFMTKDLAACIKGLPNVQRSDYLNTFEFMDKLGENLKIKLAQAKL
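IDH1-R132H (0.5 ug/mL) preincubated 30 min with compound, then NADPH (0.016 mM) and alpha-KG (2 mM) added; 80 min at RT, pH 7.5. Remaining NADPH coupled via diaphorase/resazurin to fluorescence (540/590 nm); concentration-response curves normalized to no-enzyme control.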
Pin1 inhibitor: human Pin1 inhibition. Pin1 FP peptide displacement, HiFluor488, 10 min. Q13526. Potency, µM (titrated, usually from 115 µM), for the others: at the top dose activity, negative = inhibition, actives largely listed as inhibitors. AID 504891. hit rate 0.009% among 390,000; active = well fitted inhibition curve with a large enough effect in the polarisation, with a control signal flat, not every such curve was filed as active; inconclusive = small, poorly fitted or top-dose-only effect, or effect the other way, or a change in a side signal; inactive = no such curve, though single readings can be large or run the other way; the % refers to the polarisation; note: potency is the fitted concentration of half-maximal effect; % is set by controls: 0 for no effect and ±100 for the full control effect
Target sequence (Q13526 whole entry, looked up): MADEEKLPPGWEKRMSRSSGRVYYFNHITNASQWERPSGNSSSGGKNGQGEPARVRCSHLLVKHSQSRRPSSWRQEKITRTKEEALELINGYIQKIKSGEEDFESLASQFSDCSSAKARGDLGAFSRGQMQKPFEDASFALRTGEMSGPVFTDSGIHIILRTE
TrxR1 substrate: is turned over as a substrate by rat TrxR1; AID 588456; O89049; Potency, µM (doses to about 114 µM), without a hit: at the top dose activity change, negative = substrate turnover; hit rate 0.01% among 390,000; purified TrxR1 substrate turnover, NADPH consumption readout; note: potency is the fitted concentration of half-maximal effect; % is set by controls: 0 for no effect and ±100 for the full control effect; nearly all actives have a fitted effect of over 50% in size
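Rat TrxR1, dispensed at 90 nM, was prereduced with 400 uM NADPH (final) for 5 min at ~22 deg C, then incubated with compound 15 min before 400 uM selenite. A first-read NADPH fluorescence drop versus no-compound background flagged substrates.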
USP1-UAF1 inh: blocks the human USP1/UAF1 deubiquitinase complex; O94782; recombinant USP1/UAF1, Ub-Rhodamine cleavage fluorescence; Potency, µM (titrated, usually from 57.1 µM), without a hit: at the top dose activity change, negative = inhibition, usual class: inhibitors; hit rate 0.23% among 390,000; AID 743255; note: potency is the fitted concentration of half-maximal effect; % is set by controls: 0 for no effect and ±100 for the full control effect; nearly all actives have a fitted effect of over 60% in size; inactives centre near -12
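High-throughput fluorogenic screen: 1nM USP1/UAF1 complex, Ub-Rho substrate 150nM final, 50mM HEPES pH 7.8 with 0.5mM EDTA, 0.1 mg/ml BSA, 1mM TCEP and 0.01% Tween-20.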
TRHR enhancer: allosteric enhancers of human TRH receptor. P34981. TRHR cells, fluo-8 calcium fluorescence, EC20 TRH enhancement. enhancement, % at 2 µM. hit rate 0.66% among 360,000; in the data active = enhancement above about 30%; note: 0% is about no effect
Target sequence (P34981 whole entry, looked up): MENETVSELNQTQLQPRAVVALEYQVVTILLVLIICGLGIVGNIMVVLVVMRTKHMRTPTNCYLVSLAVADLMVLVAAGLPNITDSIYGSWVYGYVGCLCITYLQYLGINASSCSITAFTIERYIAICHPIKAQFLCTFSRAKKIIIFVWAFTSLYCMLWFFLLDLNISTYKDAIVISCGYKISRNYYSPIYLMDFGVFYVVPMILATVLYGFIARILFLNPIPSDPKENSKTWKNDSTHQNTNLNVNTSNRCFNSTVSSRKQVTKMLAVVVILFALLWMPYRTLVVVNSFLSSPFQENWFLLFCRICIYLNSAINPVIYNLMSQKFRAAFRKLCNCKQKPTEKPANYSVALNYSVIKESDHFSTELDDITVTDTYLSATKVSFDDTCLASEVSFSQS
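TRHR-expressing cells loaded with fluo-8 calcium dye were read kinetically (ex 480/em 530) during compound addition, then stimulated with an EC20 of TRH (10 nM final). Enhancement of the Gq-mediated intracellular calcium response was scored.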
D2 ag: activates the human D2 dopamine receptor; P14416; HEK293 T-REx D2 cells, calcium flux agonist mode; activation, % at 2 µM; hit rate 0.53% among 340,000; AID 485358;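 active = activation over 3 SD above normal in the single-dose calcium agonist read, cut at about 30% in these data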; note: 0% is about no effect
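Tetracycline-induced HEK293 Trex cells with D2 receptor force-coupled to calcium signaling, plated overnight at 30 C and loaded with no-wash calcium dye. Calcium flux read kinetically for 180 s after compound addition; responses flag agonists.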
D2 antag: antagonists of human D2 dopamine receptor | P14416 | HEK293 TREx D2 cells, calcium flux, dopamine EC80 | inhibition, % at 10 µM | hit rate 2% among 340,000 | AID 485344; in the data active = inhibition above about 30%; note: 0% is about no effect
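Compounds are added to dye-loaded, induced HEK293 T-REx cells coupled to calcium release via D2; after a 3 min kinetic read an EC80 dopamine stimulus is given and fluorescence is recorded for 3 more min.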
TrxR1 inh: inhibitors of rat thioredoxin reductase 1. hit rate 1% among 390,000. recombinant rTrxR1, NADPH fluorescence consumption, selenite substrate. AID 588453. Potency, µM (series often up to 114 µM), for the others: at the highest dose activity change, negative = inhibition, most hits filed as inhibitors; note: potency is the fitted concentration of half-maximal effect; % is set by controls: 0 for no effect and ±100 for the full control effect; nearly all actives have a fitted effect of over 65% in size
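Rat TrxR1 (90 nM in the dispensed reagent) was pre-reduced with 400 uM NADPH for 5 min at room temperature, then incubated with compound for 15 min. After 400 uM selenite was added, NADPH fluorescence (Ex 340/Em 450 nm) was followed for 8 min.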
TRHR ag: agonists of human TRH receptor. TRHR cells, calcium flux fluo-8, FDSS agonist mode. hit rate 0.18% among 360,000. activation, % at 2 µM. P34981; in the data active = activation above about 30%; note: 0% is about no effect
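Agonist-mode FDSS calcium read (Ex 480/Em 530, 1 s cycles) in 1536-well TRHR cells with fluo-8 dye, after 10-cycle baseline and 23 nL compound addition; TRH at EC20 (10 nM final) added afterwards for the enhancer phase.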
The depositor's hits bear a star; ? = inconclusive; · = no result given; [ ] = another dose, or the depositor's remark. Unless noted, calls come from the whole dose curve; as a rule, active = well fitted inhibition curve with a large enough effect; inconclusive = small, poorly fitted or top-dose-only effect; inactive = no such curve, though single readings can be large or run the other way. This is a subset, so the mix of outcomes need not match the whole.

SMILES	IDH1 R132H inh	Pin1 inhibitor	TrxR1 substrate	USP1-UAF1 inh	TRHR enhancer	D2 ag	D2 antag	TrxR1 inh	TRHR ag
Cc1ccc(NC(=O)c2oc3ccccc3c2NC(=O)Cc2ccccc2)cc1	-3%	1%	30%[activator]	?	-2	·	·	1%	0.0
COCCN(C(=O)CSc1nnc(Nc2ccc(C)cc2)s1)c1c(N)n(CC(C)C)c(=O)[nH]c1=O	7%	8%	-11%	-1%	14	1.4	-10	0%[57.1 µM]	-0.1
N#Cc1c(NC(=O)CN2CCN(S(=O)(=O)c3ccc4c(c3)OCCO4)CC2)sc2c1CCC2	-5%	21%	4%	-10%	23	-0.9	-32	21%	-1.0
COc1ccc(-c2[nH]ncc2CN(C)Cc2c(C)n[nH]c2C)c(OC)c1	8%	-7%	7%[57.1 µM]	2%	24	1.5	-10	8%[57.1 µM]	0.5
CC(C)(C)c1ccc(C(CC(=O)O)NC(=O)CCCc2ccccc2)cc1 (stereo not drawn)	6%	-2%	-1%[57.1 µM]	-34%	4	0.5	-3	-1%[57.1 µM]	0.5
COc1ccc(CN(C)CC2CCCN(CCc3ccc(F)cc3)C2)c(OC)c1OC (stereo not drawn)	-3%	-2%	-15%	3%	8	0.4	26	-17%	-0.4
CCc1nc(N2CCC3(CC2)OCCO3)c2nnn(Cc3ccccc3Cl)c2n1	3%	-3%	-5%	-1%	10	0.0	-9	3%	-0.8
COc1ccc(C(=O)CNc2ccccc2CO)cc1	3%	7%	10%[57.1 µM]	-19%	7	-0.1	-20	16%[57.1 µM]	0.1
C=CCn1c(=O)c2ccc(C(=O)NCc3ccccc3)cc2n(Cc2cccc(Cl)c2)c1=O	-5%	6%	1%	-11%	-2	-1.5	-4	8%	-0.7
CCCN[C@H]1CCc2nc(N)sc2C1	14%	-2%	8%	-25%	·	·	·	21%	·
COc1cccc2cc(C(=O)Oc3ccc(NC(C)=O)cc3)c(=O)oc12	6%	-5%	7%[57.1 µM]	-19%	15	-1.7	8	9%[57.1 µM]	-0.5
Cc1nnc(SCC(=O)Nc2ccccc2F)n(N)c1=O	2%	-4%	3%	-9%	12	0.4	-4	14%	0.9
COc1ccccc1NC(=O)C(C)OC(=O)Cc1n[nH]c(=O)c2ccccc12 (stereo not drawn)	-12%	0%	-5%	8%	-1	0.1	-49	-4%	-0.1
Cc1ccc(C(=O)NNC(=O)CCN2C(=O)C3CCCCC3C2=O)cc1 (stereo not drawn)	-1%	1%	4%	-20%	-3	0.0	16	9%	-0.1
CC(=O)Oc1c(C)cc(Cl)cc1C(=O)Nc1ccc([N+](=O)[O-])cc1Cl	9%	-2%	7%	-20%	-5	22	23	17%	4.4
COc1cccc(C=O)c1OCCN1C(=O)c2ccccc2C1=O	11%	1%	3%	-22%	2	-0.9	-12	19%	0.2
O=C(/C=C/c1ccc(OC(F)F)cc1)OCC(=O)N1CCN(C(=O)c2ccco2)CC1	-2%	3%	3%	-10%	3	-0.2	8	3%	0.3
COC(=O)c1sc(NC(=O)/C=C/c2ccc(C)cc2)nc1C	5%	-1%	24%	-10%	0	0.3	7	-11%	0.6
O=C(O)c1ccc(-n2cccc2)cc1O	-4%	-6%	28%	-17%	2	0.4	-1	11%	-0.3
CCOc1ccccc1C1C(C(=O)Nc2ccccc2)=C(C)Nc2nc(SCC(=O)c3ccc(C)cc3)nn21 (stereo not drawn)	25%	16%	-1%[57.1 µM]	-5%	1	-1.0	·	15%[57.1 µM]	0.6
COc1cccc(C2C(C(=O)/C=C/c3ccco3)=C(O)C(=O)N2CCN2CCOCC2)c1 (stereo not drawn)	18%	?	-3%	-27%	5	-0.3	5	10µM*	0.4
COc1ccc(CN2C(=O)c3oc4ccccc4c(=O)c3C2c2ccc(O)cc2)cc1 (stereo not drawn)	7%	-3%	-2%	6%	10	·	·	19%	-0.6
COc1ccccc1CC(=O)N1CCCc2cc(C)ccc21	4%	-1%	14%[2.29 µM]	-9%	-3	-0.7	-22	48%[2.29 µM]	0.7
Cn1c(Cc2ccccc2)nnc1SCC(=O)Nc1ccccc1	-3%	-5%	7%[57.1 µM]	-17%	4	-0.6	-5	11%[57.1 µM]	0.1
CCCCC(=O)OCC(=O)Nc1ccc(SC(F)F)cc1	5%	-2%	-2%	-22%	9	-0.2	26	18%	-2.0
Remaining list, next part:
SMILES	IDH1 R132H inh	Pin1 inhibitor	TrxR1 substrate	USP1-UAF1 inh	TRHR enhancer	D2 ag	D2 antag	TrxR1 inh	TRHR ag
Cc1ccccc1C(=O)NCC(C)NC(=O)c1ccccc1C (stereo not drawn)	3%	-3%	4%[57.1 µM]	-11%	·	·	·	4%[57.1 µM]	·
COC(=O)CCC/C=C1\SC[C@@H](NC(=O)c2ccccc2)C1NC(C)=O (stereo partly drawn)	0%	-2%	-4%	-7%	16	0.2	0	-1%	0.4
Cc1ccc(C(=O)C(SC(C)(C)C)n2cncn2)cc1 (stereo not drawn)	1%	0%	-8%	-10%	3	-1.1	19	2%	-0.5
COc1cc(Br)cc2cc(C(=O)N3CCN(c4ccccn4)CC3)c(=O)oc12	0%	-11%	-2%	-17%	-2	0.2	-2	6%	-0.9
COC(=O)c1ccc(CSc2nc3ccccc3c(=O)n2Cc2ccco2)o1	6%	14%	10%	-11%	-1	1.6	11	13%	1.4
O=C(c1oc(=O)c2ccccc2c1-c1ccccc1)N1CCN(C2CCCCC2)CC1	-13%	-6%	6%[57.1 µM]	-8%	-12	-2.2	-1	14%[57.1 µM]	-0.8
O=C(c1cccc(C(F)(F)F)c1)C1CCCN(C(=O)CCCn2cncn2)C1 (stereo not drawn)	1%	-4%	-3%[57.1 µM]	0%	-5	-1.1	13	12%[57.1 µM]	0.1
O=C(CSc1nnc2ccccn12)Nc1ccccc1C(=O)NC1CC1	0%	4%	7%	-14%	2	-0.3	3	7%	0.2
COc1ccc(NC(=O)COC(=O)/C=C/c2ccccc2[N+](=O)[O-])cc1OC	0%	5%	-10%	-1%	1	·	·	-15%	-0.2
CC1CCCC(NC(=O)C2CCN(S(=O)(=O)N3CCC4(CC3)OCCO4)CC2)C1C (stereo not drawn)	5%	0%	1%	-16%	-2	0.3	-11	10%	0.1
CCOC(=O)c1c(S(=O)(=O)N(C)C2CCCCC2)c(C)n(C)c1C	0%	-5%	6%	-12%	-1	0.2	5	18%	-0.4
CCOC(=O)C1CCCN(S(=O)(=O)c2cc3c4c(c2)CC(=O)N4CCC3)C1 (stereo not drawn)	-2%	0%	0%[57.1 µM]	-10%	-2	0.8	·	11%[57.1 µM]	0.2
COc1cc(C(=O)c2cocc2C(=O)c2ccc3c(c2)OCO3)cc(OC)c1OC	0%	4%	-2%[57.1 µM]	-7%	-6	-0.5	-1	-19%[57.1 µM]	-1.2
COc1ccccc1NC(=O)CSc1oc(-c2ccco2)nc1S(=O)(=O)c1ccc(C)cc1	14%	?	-3%	-16%	1	-0.8	·	4%	0.2
Cc1ccccc1CSc1nnc(Cn2c(=O)sc3ccccc32)n1C	-2%	1%	8%[57.1 µM]	-3%	-4	-0.3	-5	10%[57.1 µM]	-0.8
Cc1ccc(OCC(=O)Nc2cc(S(=O)(=O)N3CCOCC3)ccc2Cl)c([N+](=O)[O-])n1	0%	0%	5%	-15%	6	0.7	-5	?	0.1
CC(C)Sc1nc2ccccc2n2cnnc12	15%	5%	-9%	-8%	-5	0.6	-2	-30%	0.6
CC(C)(C)c1ccc(C(=O)N/C(=C/c2cccs2)C(=O)NCc2ccco2)cc1	-1%	3%	-9%	-13%	-5	-0.6	12	-8%	-0.6
COc1cc2c(cc1OC)C(c1ccccc1)N(C(=O)CSCC(=O)O)CC2 (stereo not drawn)	1%	-14%	-5%	-12%	20	·	·	2%	1.6
O=C(Cc1cccc(NC(=O)C2CCCN(C(=O)C3CCCC3)C2)c1)Nc1ccc(C(=O)N2CCOCC2)cc1 (stereo not drawn)	-5%	4%	3%	?	·	·	·	9%	·
CCOc1ccccc1N(C(=O)c1ccco1)C(C(=O)NC1CCCC1)c1cccs1 (stereo not drawn)	1%	-4%	-6%	-17%	-14	-0.3	-17	2%	0.3
O=C1COc2ccc(C(=O)c3ccccc3C(=O)NCc3ccccc3)cc2N1	4%	?	-10%	-6%	3	0.2	8	3%	0.1
CC(C)(C)N(NC(=O)Nc1ccc(F)cc1)C(=O)c1ccccc1	2%	-4%	7%[57.1 µM]	-4%	3	·	·	13%	0.1
NC(=O)N/N=C\c1cccs1	8%	2%	-1%	-9%	12	-0.5	6	18%	0.0
CC(C)[C@H](Nc1ncnc2c1oc1ccccc12)C(=O)O	-3%	-7%	-2%	-2%	-4	0.0	-2	16%	0.3
COc1ccc(CCn2ccc(O)c(Cc3c(F)cccc3Cl)c2=O)cc1OC	-8%	0%	-2%	-11%	18	0.0	6	23%	0.3
CCCCCN(C(=O)CCC(=O)OCc1ccccc1C)c1c(N)n(CCCC)c(=O)[nH]c1=O	-4%	3%	-10%	0%	9	-0.5	-3	-9%	0.1
Cc1cc(C(=O)NC(C)C)on1	0%	-1%	-6%	-10%	-1	0.4	15	14%	0.1

Complete entries, quoted from the list:
Profile of Cc1ccccc1C(=O)NCC(C)NC(=O)c1ccccc1C (stereo not drawn) = IDH1 R132H inh: 3%; Pin1 inhibitor: -3%; TrxR1 substrate: 4%[57.1 µM]; USP1-UAF1 inh: -11%; TRHR enhancer: ·; D2 ag: ·; D2 antag: ·; TrxR1 inh: 4%[57.1 µM]; TRHR ag: ·
Profile of CC(C)Sc1nc2ccccc2n2cnnc12 = IDH1 R132H inh: 15%; Pin1 inhibitor: 5%; TrxR1 substrate: -9%; USP1-UAF1 inh: -8%; TRHR enhancer: -5; D2 ag: 0.6; D2 antag: -2; TrxR1 inh: -30%; TRHR ag: 0.6
Profile of CC(C)(C)N(NC(=O)Nc1ccc(F)cc1)C(=O)c1ccccc1 = IDH1 R132H inh: 2%; Pin1 inhibitor: -4%; TrxR1 substrate: 7%[57.1 µM]; USP1-UAF1 inh: -4%; TRHR enhancer: 3; D2 ag: ·; D2 antag: ·; TrxR1 inh: 13%; TRHR ag: 0.1
